PfHsp40 yeast – restores yeast growth despite PfHsp40 toxicity; S. cerevisiae expressing PfHsp40, growth rescue, ATP luminescence; growth rescue, % at 12.5 µM; hit rate 0.68% among 340,000; in the data active = growth rescue above about 28%, passing the limit was not always enough; inconclusive = no clear call, values can overlap the other calls;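 also: yeast W303a lacking pdr1 and pdr3 grown in galactose medium; growth measured after three days at 30 °C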
PrPC surface inh – inhibitors of human cell surface prion protein PrPC; P04156; TR-FRET read-out; inhibition, % at 13.8 µM; hit rate 0.43% among 370,000; AID 720596; in the data active = inhibition above about 24%; also: 0% = median of the test wells and 100% = reference compound wells
CCHFV vOTU inh – blocks the CCHF virus ovarian tumor domain protease. CCHFV vOTU protease, Pep-AMC fluorescence. inhibition, % at 11.5 µM. hit rate 0.55% among 370,000. AID 651958; in the data active = inhibition above about 30%; also: 0% = vehicle wells with enzyme and 100% = no enzyme wells
Yp Topo-I inh – blocks Yersinia pestis topoisomerase I activity; Y. pestis Topo-I cleavage product accumulation, plate reader; activity, % at 10 µM; hit rate 0.064% among 360,000; in the data active = activity above about 50%, passing the limit was not always enough; inconclusive = no clear call, values can overlap the other calls; also: inactives centre near 2
TcdB inh – TcdB glycohydrolase inhibition. P18177. TcdB glycohydrolase enzymatic assay, plate reader. inhibition, % at 9.99 µM. hit rate 0.24% among 350,000. AID 652162; in the data active = inhibition above about 10%
BoNT-A LC inh2 – blocks Botulinum neurotoxin A light chain protease | inhibition, % at 10 µM | hit rate 0.17% among 360,000 | multiplex microsphere protease substrate cleavage, flow cytometry; also: plate controls were buffer without enzyme for full effect and enzyme alone for no effect
Anthrax LF prot – anthrax lethal factor protease inhibition; P15917; multiplex microsphere protease cleavage assay, LF; inhibition, % at 10 µM; hit rate 0.12% among 360,000; also: plate controls were buffer without enzyme for full effect and enzyme alone for no effect
FadD28 binding – inhibitors of Mycobacterium tuberculosis FadD28 bisubstrate binding. FadD28 bisubstrate probe binding, fluorescence polarization. inhibition, % at 12.5 µM. hit rate 0.22% among 360,000. AID 588549; in the data active = inhibition above about 8.5%, passing the limit was not always enough; inconclusive = no clear call, values can overlap the other calls
BoNT F protease – blocks Botulinum neurotoxin F light chain protease; AID 588497; Multiplex microsphere protease cleavage assay, flow cytometry; inhibition, % at 10 µM; hit rate 0.22% among 360,000; in the data active = inhibition above about 35%, passing the limit was not always enough; inconclusive = no clear call, values can overlap the other calls; also: plate controls were buffer without enzyme for full effect and enzyme alone for no effect
* = called active by the depositor; ? = inconclusive; · = not tested or not shown. Rule as the data show it, unless noted: active = inhibition above about 30%; inconclusive = no clear call, values can overlap the other calls; inactive = below that.

SMILES	PfHsp40 yeast	PrPC surface inh	CCHFV vOTU inh	Yp Topo-I inh	TcdB inh	BoNT-A LC inh2	Anthrax LF prot	FadD28 binding	BoNT F protease
O=C(NC1CCCN(c2ccc(C(F)(F)F)cn2)C1)c1ccnc(Cl)c1 (stereo not given)	-0.4	1	3	10	1.2	-3.7	2	·	-1
NNC(=O)c1cc(-c2ccco2)[nH]n1	0.3	0	6	-3	-2.7	0.2	-1	-0.6	0
Cc1ccccc1CN1C(=O)c2ccccc2C1c1nnnn1Cc1ccccc1 (stereo not given)	·	4	-4	·	2.1	-0.6	-1	·	-4
Cc1ccc(-c2nnc(SCC#CCOC(=O)c3cccs3)o2)cc1	0.5	3	-3	56*	·	-0.6	-4	-1.9	0
CC(C)(C)c1ccc2c(c1)OC(C(=O)N/N=C\c1ccncc1)CO2 (stereo not given)	-0.5	0	7	9	0.2	-0.5	-2	-3.7	-8
Cc1nc2ncccn2c1-c1csc(NCc2ccco2)n1	-0.5	-2	-2	2	·	-0.9	-4	-1.8	-10
Cc1c(C)c2ccc(OCc3ccc(C(=O)O)o3)c(C)c2oc1=O	2.8	10	-35	10	·	?	?	-7.3	-5
COC(=O)N/N=C/c1cccc([N+](=O)[O-])c1	-1.8	-16	18	2	2.1	-0.6	-1	-1.8	-4
CCCNC(=O)N1CCC(c2ccc3c(c2)OCO3)CC1	-0.5	-4	13	0	0.8	-1.9	-2	-1.9	?
CCCOC1CCCN(Cc2nc(-c3cnccn3)no2)C1 (stereo not given)	0.3	-1	-7	-3	0.3	4.3	-4	-0.6	35*

Overlap with the part before: 4 compounds, then new ones.
SMILES	PfHsp40 yeast	PrPC surface inh	CCHFV vOTU inh	Yp Topo-I inh	TcdB inh	BoNT-A LC inh2	Anthrax LF prot	FadD28 binding	BoNT F protease
Cc1c(C)c2ccc(OCc3ccc(C(=O)O)o3)c(C)c2oc1=O	2.8	10	-35	10	·	?	?	-7.3	-5
COC(=O)N/N=C/c1cccc([N+](=O)[O-])c1	-1.8	-16	18	2	2.1	-0.6	-1	-1.8	-4
CCCNC(=O)N1CCC(c2ccc3c(c2)OCO3)CC1	-0.5	-4	13	0	0.8	-1.9	-2	-1.9	?
CCCOC1CCCN(Cc2nc(-c3cnccn3)no2)C1 (stereo not given)	0.3	-1	-7	-3	0.3	4.3	-4	-0.6	35*
CSc1ncccc1C(=O)OCC(=O)NCc1cccs1	0.6	1	1	-10	0.3	-0.5	-2	-1.2	-2
CCN(C(=O)COC(=O)CNC(=O)C12CC3CC(CC(C3)C1)C2)C1CCS(=O)(=O)C1 (stereo not given)	1.2	4	4	0	-0.3	-0.3	-1	-2.0	-1
CCNC(=O)C1CCCN(C(=O)c2cccs2)CC1 (stereo not given)	·	-5	-6	2	1.2	-0.1	0	-1.0	-2
CCCC(=O)Nc1c2c(nn1-c1ccc(OC)cc1)CS(=O)C2 (stereo not given)	-2.7	4	3	-2	·	-0.7	-3	-2.5	4
Cc1onc(-c2c(Cl)cccc2Cl)c1C(=O)Nc1ccc2c(C(F)(F)F)cc(=O)oc2c1	-0.1	-5	-17	17	1.0	0.2	-4	-0.8	4
COc1cc(C(=O)Nc2cccc(-c3nc4cc(C)cc(C)c4o3)c2)cc(OC)c1OC	-0.9	1	-13	10	·	1.1	4	-6.9	3
CCOCCCn1c(SCC(=O)NC(C)(C)C)nc2ccccc2c1=O	-1.6	-2	4	12	·	-0.3	-17	-1.0	0
COc1ccc(NC(=O)CCCCC(=O)Nc2ccc(OC)cc2OC)c(OC)c1	1.0	8	-3	5	-0.3	1.4	-3	1.0	-27
COc1cccc(NC(=O)COC(=O)c2ccc3c(c2)OCO3)c1	-1.3	-1	-13	2	1.3	-0.3	-1	1.7	-11
CSCCC(NC(=O)c1ccccc1)C(=O)NC1CC1 (stereo not given)	0.7	0	-4	-3	·	?	-2	-1.8	-6
Cc1cccc(C)c1NC(=O)CNC(=O)c1cnccn1	-1.1	-1	-1	8	0.6	-0.1	-7	0.6	-8
COc1ccc(NC2CCCN(C(=O)c3csc(C)n3)C2)cc1 (stereo not given)	-0.1	4	-2	4	2.3	-0.7	0	-0.8	2
CC(C(=O)OCC(=O)NC1CCCC1)N1C(=O)c2ccccc2C1=O (stereo not given)	-1.7	4	-20	-4	5.1	0.0	-5	·	-3
CCN1C(=O)C(O)(CC(=O)c2cccc(-n3cccc3)c2)c2ccccc21 (stereo not given)	-0.2	-3	-7	18	2.3	-0.3	-3	-1.7	2
Cc1ccc(NS(=O)(=O)c2cccc(C(=O)N(C)Cc3cccs3)c2)cc1	0.1	0	-2	14	-0.5	0.5	1	-3.0	0
COc1cccc(N2CCN(c3c4c(nc5ncnn35)CCC4)CC2)c1	-0.8	12	13	2	·	3.5	0	1.9	3
CC(=O)c1ccc(-c2ccc(C(=O)NCC(c3ccco3)N(C)C)o2)cc1 (stereo not given)	0.6	-15	-81	-4	2.1	-0.3	-6	-3.8	-13
Cc1ccnc(NC(=O)c2cccc(NC(=O)COc3ccccc3)c2)c1	4.4	4	2	3	-0.2	-1.3	-1	-3.1	-15
Cc1noc(NS(=O)(=O)c2ccc(NC(=O)CCn3c(=O)oc4ccccc43)cc2)c1C	-2.3	0	-6	4	-0.6	-0.1	4	-0.2	8
O=C(Nc1cccn2ncnc12)c1ccc(Cl)cc1	-0.1	-7	0	0	·	?	-9	-0.9	-6
Cc1cccc(C(=O)NC2CCN(CC(=O)N3CCOCC3)CC2)c1	-1.8	7	6	1	·	-0.8	0	1.1	-2
COc1ccc(-c2noc(-c3ccccc3C(=O)NCc3ccco3)n2)cc1	-0.3	13	10	2	·	-1.6	-4	-0.4	-1
FC(F)Sc1ccc(NC2=NCCCCC2)cc1	-0.8	2	-14	-4	0.3	0.0	2	-3.8	-5
Cc1cc(C)nc(NS(=O)(=O)c2ccc(NC(=O)c3ccco3)cc2)n1	-0.6	8	11	1	·	0.9	-2	-1.4	13
CC(=O)Nc1cccc(NC(=O)c2ccc3c(c2)CCN3S(=O)(=O)c2ccccc2)c1	0.5	6	14	11	2.2	0.5	1	-12	4
COc1ccc(C(Sc2ccccc2)c2ccccc2)cc1OC (stereo not given)	2.0	2	10	41	0.7	0.1	1	-4.0	-6
CCN(CC)C(=O)c1sc(NC(=O)Cc2ccc(OC)cc2)c(C#N)c1C	0.2	-2	-14	9	·	0.3	-8	-1.3	-2
CC(C)S(=O)(=O)C1=NSC2=NC(=O)/C(=C\c3ccc(-c4cccc(C(=O)O)c4)o3)C(=N)N21	8.2	-7	24	5	-4.0	-0.2	-7	-16	1
O=C(CSc1nnc(-c2cccnc2)n1Cc1ccco1)c1ccc(Cl)cc1	0.4	5	7	-2	·	-0.4	1	-1.0	-8
Cn1c(SCCC(=O)O)nnc1-c1ccncc1	-1.1	-3	7	-3	0.4	-0.6	-1	-4.2	2
O=C(CN1C(=O)COc2ccc(S(=O)(=O)N3CCCC3)cc21)N1CCCC1	-0.2	-2	-13	-2	0.4	-0.1	-1	-2.1	2
COc1ccccc1CNS(=O)(=O)c1cc2c3c(c1)CCC(=O)N3CCC2	-1.6	9	32*	7	-5.9	1.5	-3	-0.1	-2
COc1ccc(S(N)(=O)=O)cc1C(=O)N1CCCC1	-0.1	4	2	9	-0.4	-0.8	-5	-2.8	-8
CC1=NOC(=O)/C1=C\c1ccc2c(c1)OCO2	-0.5	3	7	3	1.0	-0.5	-8	-5.2	-3
CN1C(=O)C(=Cc2cc([N+](=O)[O-])ccc2N2CCCCC2)C(=O)N(C)C1=O	-0.1	6	10	14	0.6	-0.9	-6	-0.3	-10
CCCOc1ccc(/C=c2\sc3nc(-c4ccco4)nn3c2=O)cc1OCC	0.0	1	1	-1	·	0.6	0	-0.4	4
CCc1ccc(S(=O)(=O)Nc2cccc(-c3ccc4nnc(C)n4n3)c2)s1	3.1	1	10	0	2.1	-1.9	-3	-4.5	-10
COC(=O)[C@H](NC(=O)c1cc(-c2ccccc2)nc2ccccc12)c1ccccc1	3.9	0	15	-5	-0.3	0.1	3	-3.6	-6
CCOC(=O)c1[nH]c(=O)[nH]c1COC(=O)c1cc2ccccc2o1	-0.5	0	5	-6	·	0.8	3	-0.6	0
COc1ccc(C(CC(=O)Nc2ncccc2C)N2Cc3ccccc3C2=O)cc1 (stereo not given)	-0.3	6	-19	8	0.1	1.7	7	0.6	13

Pulled by structure from the list above:
SMILES	PfHsp40 yeast	PrPC surface inh	CCHFV vOTU inh	Yp Topo-I inh	TcdB inh	BoNT-A LC inh2	Anthrax LF prot	FadD28 binding	BoNT F protease
Cc1c(C)c2ccc(OCc3ccc(C(=O)O)o3)c(C)c2oc1=O	2.8	10	-35	10	·	?	?	-7.3	-5
COc1ccc(C(Sc2ccccc2)c2ccccc2)cc1OC (stereo not given)	2.0	2	10	41	0.7	0.1	1	-4.0	-6

Next part
SMILES	PfHsp40 yeast	PrPC surface inh	CCHFV vOTU inh	Yp Topo-I inh	TcdB inh	BoNT-A LC inh2	Anthrax LF prot	FadD28 binding	BoNT F protease
O=S(=O)(NCC1CCCO1)c1ccc(S(=O)(=O)N(Cc2ccccc2F)C2CCCCC2)cc1 (stereo not given)	1.5	0	-4	29	·	0.0	-2	-4.8	-3
CCC(=O)n1nc(-c2ccccc2)nc1NCc1ccccc1	-1.6	-2	12	-3	·	5.8	5	0.8	10
CC1CN(C(=O)c2ccc(NS(=O)(=O)c3ccc(F)c(F)c3)cc2)CC(C)O1 (stereo not given)	-1.3	-4	-5	5	1.0	-0.6	0	-0.6	6
COc1ccccc1C(=O)Nc1ccc(OCC(=O)N2CCCCC2C)cc1 (stereo not given)	-0.3	2	3	15	1.1	-0.8	-4	0.9	1
COc1ccc(C(C)=O)cc1COC(=O)CNC(=O)c1ccc(F)cc1	0.2	0	5	-3	·	-4.2	-5	-0.7	-23
C(=N\N1CCN(c2ccccn2)CC1)/C1=C(N2CCOCC2)C(=C/c2ccccc2)/CC1	0.3	0	-12	-10	0.6	-0.1	-1	0.7	-2
Cc1nccn1CC(O)COC1CCCCC1 (stereo not given)	0.8	4	6	-5	·	0.3	2	1.8	20
CCOC(=O)c1c(S(=O)(=O)N2CCN(Cc3ccccc3)CC2)c(C)n(C)c1C	-0.5	-5	-7	20	0.5	0.1	-1	-0.3	4
CC(C)(C)C(=O)NNC(=O)c1cc2sccc2s1	-0.7	6	-13	-5	2.5	-0.2	-6	-0.7	?
Cc1cccc(N=CC=C2OC(C)(C)C(C)(C)O2)c1	-0.9	0	-5	-6	1.1	-1.1	-3	-2.1	-8
Cc1ccc2cc(C#N)c(N3CCCC3)nc2c1C	0.1	-2	-11	-12	·	6.6	9	-1.9	-15
CCNC(=O)C1CCCN(C(=O)c2ccc(C)c(F)c2)CC1 (stereo not given)	·	-4	3	0	-0.3	0.1	-4	-1.4	-7
CC(Sc1ccccn1)C(=O)Nc1ccc(S(N)(=O)=O)cc1 (stereo not given)	-0.8	4	-6	1	·	-1.2	-3	-1.9	-3
Cc1ccc(S(=O)(=O)NNC(=O)C2CCCCC2)cc1	-1.6	-6	4	-9	1.2	5.1	-1	0.4	3
Cc1cccc(N/C=C/c2onc(C)c2[N+](=O)[O-])c1	-1.0	-8	1	-4	·	0.0	-2	-1.5	3
Cc1ccc(CC2SC(=O)NC2=O)cc1Cl (stereo not given)	0.7	1	-10	-1	·	0.2	-1	-3.7	8
Cc1ccc2nc3c(cc(C(=O)NCc4ccco4)c(=N)n3Cc3ccco3)c(=O)n2c1	0.3	-25	-20	0	-0.4	0.1	-1	-0.1	-7
CCc1ccc2[nH]c(C(=O)Nc3ccc4c(c3)OCO4)cc2c1	0.3	22	-1	-12	0.8	0.2	-10	-0.4	-22
O=C(Nc1nccs1)c1ccc(COc2c(F)c(F)cc(F)c2F)cc1	-0.5	8	23	-5	0.0	-2.2	-6	-0.5	-14
COc1cccc(CN2CCNC(=O)C2CC(=O)NCC(C)(C)N2CCOCC2)c1OC (stereo not given)	0.3	-3	-7	16	2.8	·	·	0.2	·
O=C1N(Cc2cccc(Cl)c2)C[C@@H]2C[C@@H](c3cccn3-c3cccnc3)N3CCC[C@@]123	-0.3	5	7	33	1.3	-1.1	-12	-1.2	-3
COc1cc2c(=O)n(CCC(=O)NCC3CCCO3)c(=O)n(CC(=O)Nc3ccc(C)c(C)c3)c2cc1OC (stereo not given)	5.3	-3	15	16	-8.3	-1.2	-1	0.4	16

Screens from PubChem BioAssay.
